Assay outcomes as filed in PubChem.
S1P4 antagonist: blocks the human S1P4 receptor; S1P4-expressing cells, antagonist mode, reporter read-out; hit rate 0.26% among 220,000; AID 1510; inhibition, % at 4.98 µM; O95977; in the data active = inhibition above about 29%;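 note: 0% = wells stimulated with agonist and 100% = vehicle wells without agonist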
NPY Y1 blocker: NPY-Y1 (human) receptor antagonism | hit rate 1% among 200,000 | HEK293-CNG Y1 cells, membrane potential fluorescence; NPY at EC95, then isoproterenol | P25929 | inhibition, % at 3.6 µM;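 active = inhibition above the campaign mean inhibition of all tested compounds plus 3 SD, cut at about 20% in these data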;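 note: 0% = DMSO wells given NPY plus isoproterenol and 100% = isoproterenol alone without NPY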
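Benchmarks – high control isoproterenol alone, low control NPY with isoproterenol · Material – HEK293 Y1/CNG channel cell line · Times – dye 3 h, compound 60 min room temperature, stimulation 45 min · Probe or stimulus – NPY (25 nM), isoproterenol (1 µM), Ro 20-1724 (25 µM) · Evaluation – % inhibition of NPY effect · Signal – fluorescence, membrane potential probe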
EP2 mod: modulates human prostaglandin E2 receptor EP2 signaling; P43116; EP2-expressing cells, cAMP HTRF FRET, PGE2 co-stimulation; induction, % at 25 µM; hit rate 0.83% among 260,000; AID 940;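 active = compounds whose cAMP rise, as percent of the full-agonist control response, exceeds 60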;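 note: rat C6 glioma line stably carrying human EP2 under a CMV promoter; the protocol text gives 20 µM as final concentration; 100% = response of wells given 1 µM PGE2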
NPY-Y1 PAM-ag: human NPY-Y1 potentiation or agonism, primary screen; activation, % at 3.6 µM; P25929; NPY-Y1 expressing cells, potentiator/agonist activation; hit rate 0.37% among 220,000; in the data active = activation above about 33%, passing the limit was not always enough;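 note: cells stimulated with NPY at EC10 then isoproterenol at EC100; 0% = low agonist plus stimulus and 100% = saturating agonist plus stimulus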
NPY-Y2 PAM-ag: potentiates or activates human NPY-Y2 receptor; P49146; cells expressing NPY-Y2, potentiator/agonist read-out; activation, % at 3.6 µM; hit rate 0.45% among 220,000; AID 1359; in the data active = activation above about 27%;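 note: cells stimulated with NPY near EC25 plus isoproterenol at EC100; 0% = vehicle plus submaximal agonist and 100% = vehicle plus saturating agonist; some results beyond the cut were filed as inactive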
p97 ATPase inh: human p97 ATPase inhibition | recombinant p97 ATPase, Kinase-Glo ATP luminescence, 3 h | inhibition, % at 8 µM | hit rate 0.42% among 220,000 | AID 1481; in the data active = inhibition above about 15%;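 note: 0% = DMSO vehicle and 100% = wells lacking enzyme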
Target sequence (P55072 whole entry, looked up): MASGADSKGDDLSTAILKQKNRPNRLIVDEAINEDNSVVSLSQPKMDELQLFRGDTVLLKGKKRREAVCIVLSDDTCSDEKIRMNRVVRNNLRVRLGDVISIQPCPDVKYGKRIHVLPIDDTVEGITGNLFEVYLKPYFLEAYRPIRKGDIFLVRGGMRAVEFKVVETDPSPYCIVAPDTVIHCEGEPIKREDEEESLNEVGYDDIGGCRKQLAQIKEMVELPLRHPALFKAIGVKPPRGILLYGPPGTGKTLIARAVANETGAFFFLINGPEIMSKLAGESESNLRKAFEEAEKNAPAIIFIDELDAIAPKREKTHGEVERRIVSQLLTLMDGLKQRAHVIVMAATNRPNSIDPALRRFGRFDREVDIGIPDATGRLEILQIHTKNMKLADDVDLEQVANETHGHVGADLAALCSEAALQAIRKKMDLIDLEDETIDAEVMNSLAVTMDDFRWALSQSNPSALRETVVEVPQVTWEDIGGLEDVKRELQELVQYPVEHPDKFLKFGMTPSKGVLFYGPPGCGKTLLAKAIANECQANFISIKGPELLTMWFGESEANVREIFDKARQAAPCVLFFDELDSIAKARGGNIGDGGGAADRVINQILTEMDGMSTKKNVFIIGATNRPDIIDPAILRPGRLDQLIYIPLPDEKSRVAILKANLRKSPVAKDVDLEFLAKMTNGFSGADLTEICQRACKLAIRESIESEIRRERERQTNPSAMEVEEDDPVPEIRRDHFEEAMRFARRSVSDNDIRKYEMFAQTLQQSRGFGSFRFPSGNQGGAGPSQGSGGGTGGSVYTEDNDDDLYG
eIF4E 4G PPI: blocks eIF4E binding to eIF4G; inhibition, % at 21.7 µM; AID 782; hit rate 0.37% among 220,000; TR-FRET eIF4E-eIF4GI(517-606) binding, 2 h;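 active = inhibition above about 30%, limit read from the data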;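 note: 0% = full FRET control wells and 100% = background wells lacking eIF4GI fragment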
PGE2 EP2 inh: EP2 receptor (human) inhibition; P43116; C6 glioma cells expressing human EP2, cAMP TR-FRET; cells stimulated with saturating PGE2; inhibition, % at 25 µM; hit rate 0.52% among 260,000; AID 1422;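 active = percent inhibition above 40 after rounding to a whole number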;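 note: rat C6 glioma host cells with rolipram phosphodiesterase inhibitor present; the protocol text gives 20 µM as final concentration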
S1P4 ag: activates the human S1P4 receptor | O95977 | S1P4-expressing cell line, agonist reporter assay | activation, % at 4.98 µM | hit rate 0.35% among 220,000 | AID 1509; in the data active = activation above about 11%;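 note: 0% = DMSO vehicle and 100% = reference agonist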
The depositor's hits bear a star; · = not tested or not shown; & = joins results of further samples; [ ] = another dose, or the depositor's remark.

SMILES	S1P4 antagonist	NPY Y1 blocker	EP2 mod	NPY-Y1 PAM-ag	NPY-Y2 PAM-ag	p97 ATPase inh	eIF4E 4G PPI	PGE2 EP2 inh	S1P4 ag
COC(=O)c1ccc(CNC(=O)COC(=O)CCC2CCCC2)cc1	-12	2	20	-4	7	-2	0	7	0.2
COc1ccc(/C=C/C(=O)Nc2ccc(NC(C)=O)cc2)cc1S(=O)(=O)N1CCOCC1	-9	·	25	4	-4	1	6	2	0.2
CC(C)C(C(=O)OCC(=O)c1ccc2c(c1)NC(=O)CO2)N1C(=O)c2ccccc2C1=O (configuration not stated)	-13	-3	-8	0	16	-1	0	7	1.3
CC(C)COc1ccc(C(=O)CCN2CCCCC2)cc1	-22	9	-22	-8	-11	-4	2[fluorescence artefact?]	2	0.2
Cc1ccc(Sc2c(C)nn(C(=O)CNS(=O)(=O)c3ccc(F)cc3)c2C)cc1	-2	7	46	-13	-6	4	22	6	0.9
S=C(NCc1ccncc1)NC1CCCCC1	-13	1	37	-10	5	2	-1	3	-1.5
C/C(=N\NC(=O)c1ccc([N+](=O)[O-])c(C)c1)c1ccccc1Cl	-15	8	13	-7	-13	1	-1[fluorescence artefact?]	9	0.9
C=CCn1c(N)c(C(=O)N2CCN(C)CC2)sc1=S	-23	-2	9	11	-12	1	1	1	1.5
Cc1ccc(OCC(=O)N2CCN(C3=NS(=O)(=O)c4ccccc43)CC2)cc1	-20	3	4	-20	-12	0	-7[fluorescence artefact?]	-1	1.4
NC(=O)c1ccccc1NC(=O)Nc1cccc(Cl)c1Cl	-1	-3	-16	-9	6	-7	3	10	0.2
Cc1cccc(-n2ncc3c(NCCN4CCOCC4)ncnc32)c1	-11	-7	-15	7	-7	5	2[fluorescence artefact?]	9	-1.5
CCOc1ccc(C2=CS/C(=C(\C#N)c3nnc4n3CCCCC4)N2CC)cc1	-5	-5	-21	-9	-3	-9	2	1	15*
N#Cc1cc([N+](=O)[O-])ccc1Oc1cccc(/C=N/NC(=O)c2ccc(Cl)cc2)c1	-12	0	-4	5	-7	5	-1	11	-1.5
CCCCNC(=O)CCNC(=O)c1ccc(C(C)(C)C)cc1	-14	1	9	-17	5	-4	1[fluorescence artefact?]	5	1.0
Cc1ccccc1NC(=S)N1CCCC1	0	-1	-9	0	6	3	3	2	-0.9
CCn1c(SCC(=O)OC)nc2sc3c(c2c1=O)CCC3	-5	8	48	-23	-36	-1	4	6	0.9
Cc1ccc2nc(C)c(C(=O)N/N=C/c3ccccc3[N+](=O)[O-])cc2c1	-7	2	-5	13	10	4	12	6	0.0
COC(=O)Cn1cc(C(=O)OC)cc(Br)c1=O	-3	-4	4	9	6	3	-7	0	2.3
CCCc1cc(=O)c2ccc(OCC(C)=O)cc2o1	8	·	18	15	11	7	4	5	0.6
CCN1CC(CN(C)Cc2nc(COc3ccccc3)no2)CC1=O (configuration not stated)	-5	0	6	8	-14	-3	-2	0	-2.5

Another view of 5 compounds above.
Each structure is followed by: S1P4 antagonist, NPY Y1 blocker, EP2 mod, NPY-Y1 PAM-ag, NPY-Y2 PAM-ag, p97 ATPase inh, eIF4E 4G PPI, PGE2 EP2 inh, S1P4 ag
> Cc1cccc(-n2ncc3c(NCCN4CCOCC4)ncnc32)c1
→ -11, -7, -15, 7, -7, 5, 2[fluorescence artefact?], 9, -1.5
> CCCc1cc(=O)c2ccc(OCC(C)=O)cc2o1
→ 8, ·, 18, 15, 11, 7, 4, 5, 0.6
> Cc1ccccc1NC(=S)N1CCCC1
→ 0, -1, -9, 0, 6, 3, 3, 2, -0.9
> CCN1CC(CN(C)Cc2nc(COc3ccccc3)no2)CC1=O (configuration not stated)
→ -5, 0, 6, 8, -14, -3, -2, 0, -2.5
> N#Cc1cc([N+](=O)[O-])ccc1Oc1cccc(/C=N/NC(=O)c2ccc(Cl)cc2)c1
→ -12, 0, -4, 5, -7, 5, -1, 11, -1.5

Next section
SMILES	S1P4 antagonist	NPY Y1 blocker	EP2 mod	NPY-Y1 PAM-ag	NPY-Y2 PAM-ag	p97 ATPase inh	eIF4E 4G PPI	PGE2 EP2 inh	S1P4 ag
Cc1nc2ccc(S(=O)(=O)Nc3cc(-c4nc5cccnc5s4)ccc3C)cc2s1	7	4	17	-18	-20	-3	-5	12	-0.4
O=C(CS(=O)CC(=O)N(c1ccccc1)C(C(=O)NC1CCCC1)c1cccs1)Nc1ccc(F)cc1 (configuration not stated)	-13	-1	1	0	0	2	-19	3	-1.2
O=C(Cc1ccc(Br)cc1)N1CCN(c2ccc(F)cc2)CC1	-6	-5	-13	14	13	-1	-6	8	-2.2
Cc1ccc(C2NC(=O)c3c(sc4c3CCN(C)C4)N2)o1 (configuration not stated)	0	4	-11	24	12	2	-7[fluorescence artefact?]	12	1.6
COc1ccc(C(=O)NCC(=O)OCC(=O)NC2CCCC2)cc1	-9	0	-3	-3	-8	-2	1	9	0.6
COc1ccccc1-n1nnnc1SCc1cc2c(cc1Br)OCO2	17	13	1	-16	10	4	-3[fluorescence artefact?]	12	-0.1
O=c1nc2ccccc2c2n1CC(CN1CCN(c3ccccc3F)CC1)N2 (configuration not stated)	15	1	-1	-31	2	3	1	4	1.0
CCOC(=O)C1=C(C)N(C)C(=S)NC1c1ccc(Cl)cc1Cl (configuration not stated)	-5	4	28	-24	-6	0	1	10	-1.4
CC(=O)NNc1cc(N2CCOCC2)nc(N2CCOCC2)n1	-12	3	25	8	5	1	0	14	-0.2
Cc1cc(C)c(S(=O)(=O)Nc2c(C)[nH]c(=O)[nH]c2=O)c(C)c1	-5	5	-6	-7	5	1	5[fluorescence artefact?]	·	-1.1
O=C(CCCCCn1c(SCC(=O)c2ccccc2)nc2ccccc2c1=O)NCc1ccco1	-10	10	18	-12	-15	0	-33	5	1.0
O=C(Cn1nnc2ccccc2c1=O)NCCc1ccc(F)cc1	4	4	30	-11	-5	3	2[fluorescence artefact?]	13	1.0
c1ccc(-c2ccc(C3CCCN3)cc2)cc1 (configuration not stated)	-3	·	-25	-26	-12	3	-4	7	-1.7
Cc1cccc(N2CCN(C(=O)c3cc(=O)[nH]c4ccccc34)CC2)c1C	-7	3	-11	4	3	-2	0	8	2.5
CC(=O)COc1ccc(-c2csnn2)cc1	-5	·	3	6	7	5	-1	13	1.0
Cc1ccccc1Cn1c(CN2CCc3ccccc3C2)nc2c1c(=O)n(C)c(=O)n2C	-17	-4	35	-8	17	2	3	1	-1.7
O=C(O)C(C/C(=N/O)c1ccc(Br)cc1)P(=O)(c1ccccc1)c1ccccc1 (configuration not stated)	-4	·	18	-27	-13	-7	-2	8	2.1
CCOC(=O)C1C(=O)CC(C)(O)C(C(=O)OCC)C1c1ccc(SC)cc1 (configuration not stated)	-8	9	25	-15	-7	2	1	5	2.0
CC1=C(C(=O)OC2CCCCCCC2)C(c2cc3c(cc2Br)OCO3)CC(=O)N1 (configuration not stated)	-2	4	34	13	4	-1	-3[fluorescence artefact?]	7	0.0
Cn1c(/C(C#N)=C/Nc2ccccn2)nc2ccccc21	1	-4	16	0	-14	1	5	6	0.0
Cc1ccc(C(=O)C(OC(=O)CNS(=O)(=O)c2ccccc2)c2ccccc2)cc1 (configuration not stated)	6	-7	32	17	0	0	-7[fluorescence artefact?]	3	0.7
CS(=O)(=O)Nc1ccccc1C(=O)N1CCCC1	3	2	12	7	9	2	-12[fluorescence artefact?]	8	0.8
CCOC(=O)Cc1csc(NC(=O)c2c(O)c3ccccc3n(CC(C)C)c2=O)n1	9	-3	24	-8	0	5	11	8	-4.0
O=C1c2ccccc2C(Nc2cccnc2)N1Cc1ccccc1Cl (configuration not stated)	-8	3	24	0	-2	-3	-2	8	-1.3
NC(=S)c1ccc(C(N)=S)o1	13	1	-15	-1	8	6	0	4	-0.2
O=C(Cn1nnc2ccccc21)N/N=C\c1cccs1	-4	1	7	0	1	3	3	7	0.3
CCOCCCNC(=O)C1CCN(S(=O)(=O)CC)CC1	8	-1	3	4	4	4	8	5	-0.4
Cc1ccc(S(=O)(=O)N2CCOCC2)cc1C(=O)O	-30	2	22	1	6	7	-9	5	0.7
O=[N+]([O-])c1cc(/C=N/N2CCN(c3ccccc3)CC2)ccc1Cl	-5	-3	-19	11	12	5	0	6	1.1
CN1CCN(c2oc(-c3ccco3)nc2S(=O)(=O)c2ccccc2)CC1	9	9	-3	-1	15	-3	1	15	0.1
COc1cc2[nH]c(=S)n(CCN3CCOCC3)c(=O)c2cc1OC	-14	-8	-1	-9	-3	-2	-2[fluorescence artefact?]	12	2.0
CCOc1ccc(N(CC(=O)NCc2ccc(F)cc2)S(=O)(=O)c2c(C)noc2C)cc1	-22	-5	34	-1	-5	-10	0[fluorescence artefact?]	16	1.7
CC(C)C(OC(=O)c1cccs1)C(=O)NCc1cccs1 (configuration not stated)	-16	-3	14	-1	-1	-3	0	3	-1.7
Cc1ccc(C(=O)NCC(=O)OCC(=O)Nc2cc(C)c(C)cc2[N+](=O)[O-])cc1	-29	10	42	-17	-12	1	1	8	1.1
N#Cc1c(-c2ccccc2)nc2n1CCS2	-11	-9	-16	-2	-7	3	4	2	-1.2
O=C(C1CCCCC1)N1CCN(S(=O)(=O)c2ccc(Br)cc2)CC1	-2	2	-23	-4	2	2	-7	11	-1.8
CCOC(=O)Cn1nc(C)c2ccccc2c1=O	-6	2	-7	13	11	7	4	15	-0.2
COc1ccc(OCCSc2nnc(-c3ccc(OC)cc3)n2N)cc1	-9	2	-49	-10	16	2	-7	14	0.9
COc1ccc(NC(=O)c2c(F)cccc2F)cc1S(=O)(=O)Nc1ccc(Br)cc1	-11	-3	-74	27	18	1	-10	29	1.1
CCCCn1c(O)c(N=Nc2ccccn2)c2ccccc21	2	5	57	-8	-2	2	-4	3	-1.3
Cc1cc(C)nc(NS(=O)(=O)c2ccc(NC(=O)CCN3C(=O)c4ccccc4C3=O)cc2)n1	-34	0	-8	-20	-9	-4	3	7	0.7
CC1CN(C(c2cccs2)c2sc3ncnn3c2O)CC(C)O1 (configuration not stated)	-5	-3	-14	0	8	0	-4	13	-2.3
CC(C)C(=O)NC(Nc1ccc(S(N)(=O)=O)cc1)C(Cl)(Cl)Cl (configuration not stated)	-9	4	18	-8	-3	3	-4[fluorescence artefact?]	12	-1.0
O=C(COC(=O)Cn1cnc2ccccc21)Nc1ccc2c(c1)OCCO2	-8	5	-3	-11	-8	3	-1[fluorescence artefact?]	12	0.1
O=C1CCC(/C=C/c2ccccc2)=NN1Cc1ccc(Cl)c(Cl)c1	-12	20*	-48	-34	-10	-4	-2	9	-3.0
CCOc1nc(C)ccc1-c1noc(CC)n1	-8	11	-21	6	-2	2	-5	1	-0.8
Cn1c(SCC#N)nnc1-c1cccnc1	1	7	42	17	8	3	5	10	1.4
C[C@@H]1CN(Cc2nc(-c3ccc(Cl)cc3)no2)C[C@H](C)O1	16	-3	-5	15	2	-3	2	3	0.5
COCCn1c(SCC(=O)OC(C)C)nnc1-c1ccccc1	-6	6	12&-3	-21	-12	-1	4	2&4	-0.8
CCOC(=O)C1=C(C)C2C3C(=O)N(c4cc(C)ccc4C)C(=O)C3C1(C)C1C(=O)N(c3cc(C)ccc3C)C(=O)C21 (configuration not stated)	-8	0	1	44*	8	6	2	5	0.5
Cn1c(SCc2cccc(F)c2)nnc1-c1cnccn1	2	·	1	22	-4	2	-1	9	1.5
FC(F)(F)c1cnc2c(c1)Nc1ccccc1S2	-12	-3	-4	18	5	6	7	4	0.3
CC1(C2(O)CC(c3ccccc3)ON2)CCCCC1 (configuration not stated)	-2	-4	-29	5	9	-3	0	9	0.8

An excerpt, so the mix of outcomes need not match the whole.
